Source: PubChem BioAssay
UBC9 SUMO inh: SUMOylation inhibition | HTRF SUMOylation assay, SAE1/SAE2 + UBC9, in vitro | 290,000 tested, 0.36% active | P63279 | inhibition, % at 35 µM; in the data active means inhibition above about 50%, passing the limit was not always enough; further: strong numbers were not always called active
Target sequence (P63279 whole entry, looked up): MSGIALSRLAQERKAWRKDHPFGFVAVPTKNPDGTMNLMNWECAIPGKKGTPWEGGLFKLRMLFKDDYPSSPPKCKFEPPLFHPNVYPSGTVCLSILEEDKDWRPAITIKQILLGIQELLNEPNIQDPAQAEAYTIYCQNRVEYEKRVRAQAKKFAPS
MEKK2mut PB1 HTS: signal of MEK5 binding to mutant human MEKK2 PB1 domain | 290,000 tested, 0.35% active | percent response, % at 10 µM | bead flow cytometry, Alexa488-MEK5 binding to MEKK2 mutant; in the data active means percent response above about 24%, passing the limit was not always enough; further: inactives centre near 1; some results filed as inactive read as strong as hits; reference of the scale not given here
MEKK3 PB1 HTS: modulators (inhibitors or enhancers) of MEK5 binding to human MEKK3 PB1 domain. Q99759. bead-based flow cytometry, Alexa488-MEK5 binding to MEKK3; actives lie on both sides; 0 = blocked by unlabeled MEK5, 100 = vehicle. binding response (% of control), % at 10 µM. 290,000 tested, 1.4% active. AID 1529;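 active means binding response more than 3 SD above or below the average of its plate-row segment, actives on both sides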;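 further: Alexa488 bead fluorescence after subtracting the streptavidin-only scavenger bead signal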
Target sequence (Q99759 whole entry, looked up, the tested form may be a part): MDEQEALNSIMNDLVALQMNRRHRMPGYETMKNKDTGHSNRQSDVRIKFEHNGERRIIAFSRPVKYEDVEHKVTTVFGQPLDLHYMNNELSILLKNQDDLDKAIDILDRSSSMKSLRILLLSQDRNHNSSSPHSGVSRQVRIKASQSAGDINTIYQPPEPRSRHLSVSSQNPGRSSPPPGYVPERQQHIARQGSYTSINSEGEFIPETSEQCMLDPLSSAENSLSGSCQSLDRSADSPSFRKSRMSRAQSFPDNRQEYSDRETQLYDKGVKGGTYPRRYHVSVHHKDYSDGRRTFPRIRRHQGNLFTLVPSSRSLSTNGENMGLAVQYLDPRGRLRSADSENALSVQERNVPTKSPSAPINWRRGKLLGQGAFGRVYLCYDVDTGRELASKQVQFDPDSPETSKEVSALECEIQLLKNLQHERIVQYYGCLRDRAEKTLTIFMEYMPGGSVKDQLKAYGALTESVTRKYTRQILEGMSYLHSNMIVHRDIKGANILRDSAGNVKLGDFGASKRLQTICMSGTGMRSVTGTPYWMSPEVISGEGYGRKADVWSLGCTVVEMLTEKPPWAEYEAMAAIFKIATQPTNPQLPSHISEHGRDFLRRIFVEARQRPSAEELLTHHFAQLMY
PfM18AAP inh: blocks P. falciparum M18 aspartyl aminopeptidase | recombinant PfM18AAP, H-Glu-NHMec fluorogenic cleavage | inhibition, % at 7.35 µM | 290,000 tested, 1.2% active | AID 1822;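 active means inhibition above the campaign mean inhibition over all tested compounds plus 3 SD, cut at about 28% in these data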;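 further: 0% = plate median of test compound wells and 100% = 2 mM ZnCl2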
MEKK2wt PB1 HTS: raises or lowers MEK5 binding to wildtype human MEKK2 PB1 domain | Q9Y2U5 | binding response (% of control), % at 10 µM | 290,000 tested, 1.1% active | AID 1531 | bead flow cytometry, Alexa488-MEK5 binding to MEKK2 WT; actives lie on both sides; in the data active means binding response below about 67% or above about 130%
pCIP destab: compounds decreasing mouse p/CIP protein stability; decrease of EGFP signal, % at 10 µM; AID 1984; Q05BA5; 290,000 tested, 0.01% active; F442A p/CIP-EGFP cells, EGFP fluorescence, 16 h;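 active means EGFP signal decrease of at least 30% at 10 µM or well 3 SD below plate mean, unless failing retest; inactive means the rest, including hits failing retest or dose response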; further: some compounds called inactive have numbers as strong as hits; many of its hits are not listed in these tables
IDE inh: inhibitors of human insulin-degrading enzyme in cells. HEK cells, FAbetaB cleavage, fluorescence polarization. inhibition, % at 5.59 µM. 320,000 tested, 0.41% active. AID 434962;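 active means percent inhibition above the average of all tested compounds plus 3 SD, set per screening campaign, cut at about 16% in these data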;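 further: IDE supplied by intact live HEK cells; FP after avidin binding of uncleaved biotin substrate so inhibition keeps polarization high; 0% = DMSO wells and 100% = 60 µM reference IDE inhibitor Ii1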
IDE cell activ: IDE (human) activation, cell-based; P14735; 340,000 tested, 0.073% active; activation, % at 5.96 µM; HEK cells, FAbeta-B cleavage, fluorescence polarization; 0% vehicle, 100% cell-free pure enzyme wells;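 active means activation above the mean of all tested compounds plus 3 SD, set per screening campaign, cut at about 17% in these data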
NALP1 yeast inh: NALP1 inhibition; S. cerevisiae NALP1/ASC/caspase-1 growth, X-gal OD620, 72 h; inhibition, % at 10 µM; 280,000 tested, 0.61% active; AID 2071; in the data active means inhibition mostly above about 24%, no sharp cut-off; inactive means mostly below about 32%; further: some compounds called inactive have numbers as strong as hits
* hit, by the source's call. An excerpt; count on the stated rates, not on these rows.

For CCOC(=O)C(CCCOc1cccc(CC)c1)C(=O)OCC the results were UBC9 SUMO inh 13.4, MEKK2mut PB1 HTS -2.0, MEKK3 PB1 HTS 96.0, PfM18AAP inh -4.9, MEKK2wt PB1 HTS 95.0, pCIP destab -15.0, IDE inh 3.6, IDE cell activ 4.5 and NALP1 yeast inh -1.6.
For COc1ccc(C(=O)NC(CC(=O)O)c2cc([N+](=O)[O-])ccc2Cl)cc1 (stereo not given) the results were UBC9 SUMO inh -9.0, MEKK2mut PB1 HTS 2.0, MEKK3 PB1 HTS 99.0, PfM18AAP inh 3.9, MEKK2wt PB1 HTS 95.0, pCIP destab -6.6, IDE inh 1.4 and NALP1 yeast inh 20.3.
COC(=O)Cc1c(C)c2cc(Cl)c(OC(=O)c3ccco3)cc2oc1=O was read as UBC9 SUMO inh 40.8, MEKK2mut PB1 HTS 4.0, MEKK3 PB1 HTS 101.0, PfM18AAP inh -5.5, MEKK2wt PB1 HTS 98.0, pCIP destab -8.8, IDE inh 4.5, IDE cell activ 3.2 and NALP1 yeast inh 16.1.
`O=C(Nc1cccc(-c2cnc3ccccc3n2)c1)c1cccc(NC(=O)c2ccco2)c1` gave UBC9 SUMO inh 29.1, MEKK2mut PB1 HTS 1.0, MEKK3 PB1 HTS 104.0, PfM18AAP inh -3.8, MEKK2wt PB1 HTS 112.0, pCIP destab -36.8, IDE inh -3.6, IDE cell activ 2.8 and NALP1 yeast inh -3.5.
For CCOC(=O)N1CCN(Cc2nc(-c3ccc(Cl)cc3)no2)CC1 the results were UBC9 SUMO inh -0.5, MEKK2mut PB1 HTS 7.0, MEKK3 PB1 HTS 110.0, PfM18AAP inh -10.6, MEKK2wt PB1 HTS 103.0, pCIP destab -4.3, IDE inh 8.3, IDE cell activ -4.5 and NALP1 yeast inh -1.8.
Screening CC12CS(=O)(=O)CC1SC(=S)N2c1ccccn1 (stereo not given) returned UBC9 SUMO inh 12.9, MEKK2mut PB1 HTS -9.0, MEKK3 PB1 HTS 100.0, PfM18AAP inh 0.6, MEKK2wt PB1 HTS 102.0, pCIP destab 1.9, IDE inh 2.7, IDE cell activ -2.8 and NALP1 yeast inh 2.5.
`CCOc1ccccc1NC(=S)Nc1ncccc1C` gave UBC9 SUMO inh 2.2, MEKK2mut PB1 HTS 11.0, MEKK3 PB1 HTS 94.0, PfM18AAP inh 18.1, MEKK2wt PB1 HTS 92.0, pCIP destab -7.0, IDE inh 1.8, IDE cell activ -4.5 and NALP1 yeast inh 14.6.
Cc1ccc(-c2cc(O)cc3sc(=O)oc23)cc1C was read as UBC9 SUMO inh -4.5, MEKK2mut PB1 HTS 1.0, MEKK3 PB1 HTS 106.0, PfM18AAP inh 23.8, MEKK2wt PB1 HTS 94.0, pCIP destab -7.3, IDE inh 6.8, IDE cell activ -2.3 and NALP1 yeast inh -9.2.
Screening Cc1cc(N(CC(=O)NC2CC2)S(C)(=O)=O)ccc1Br returned UBC9 SUMO inh 7.0, MEKK2mut PB1 HTS -1.0, MEKK3 PB1 HTS 108.0, PfM18AAP inh 1.1, MEKK2wt PB1 HTS 94.0, pCIP destab -11.9, IDE inh 2.0, IDE cell activ 0.9 and NALP1 yeast inh 32.7.
Screening CC1(C)Cc2ccccc2C2CC(O)C(=O)N21 (stereo not given) returned UBC9 SUMO inh 21.5, MEKK2mut PB1 HTS 1.0, MEKK3 PB1 HTS 100.0, PfM18AAP inh -5.7, MEKK2wt PB1 HTS 98.0, pCIP destab -22.5, IDE inh 4.4, IDE cell activ 3.9 and NALP1 yeast inh 7.0.
Screening CCn1c(=O)c(C(=O)NNS(=O)(=O)c2ccc(NC(=O)OC)cc2)c(O)c2ccccc21 returned UBC9 SUMO inh 5.0, MEKK2mut PB1 HTS 2.0, MEKK3 PB1 HTS 96.0, PfM18AAP inh 4.6, MEKK2wt PB1 HTS 98.0, pCIP destab -5.9, IDE inh 3.1, IDE cell activ 1.1 and NALP1 yeast inh -3.3.
O=S(=O)([N-]c1nc2ccccc2nc1-[n+]1ccc(CCCc2ccccc2)cc1)c1cccs1 was read as UBC9 SUMO inh 20.1, MEKK2mut PB1 HTS -7.0, MEKK3 PB1 HTS 91.0, PfM18AAP inh 0.8, MEKK2wt PB1 HTS 90.0, pCIP destab -19.9, IDE inh -6.1, IDE cell activ 5.2 and NALP1 yeast inh 3.0.
Screening CCC1(C)Cc2sc3c(=O)[nH]c(=S)[nH]c3c2CO1 (stereo not given) returned UBC9 SUMO inh 17.4, MEKK2mut PB1 HTS -15.0, MEKK3 PB1 HTS 97.0, PfM18AAP inh 18.5, MEKK2wt PB1 HTS 85.0, pCIP destab 4.7, IDE inh 3.6, IDE cell activ 0.8 and NALP1 yeast inh -16.6.
Screening CCCSc1nc(N2CCCC2)c2c(c1C#N)CC(C)(C)OC2 returned UBC9 SUMO inh 6.0, MEKK2mut PB1 HTS -1.0, MEKK3 PB1 HTS 98.0, PfM18AAP inh -7.4, MEKK2wt PB1 HTS 102.0, pCIP destab 6.9, IDE inh -3.5 and IDE cell activ 2.0.
Screening Cc1noc(C)c1COC(=O)Cc1ccc(Cl)cc1 returned UBC9 SUMO inh 2.4, MEKK2mut PB1 HTS 3.0, MEKK3 PB1 HTS 102.0, PfM18AAP inh 5.2, MEKK2wt PB1 HTS 109.0, pCIP destab 1.4, IDE inh -1.2, IDE cell activ 1.5 and NALP1 yeast inh -18.1.
COc1ccc(C(=O)Nc2cccc(/C(C)=N/NC(=O)c3ccc([N+](=O)[O-])c(C)c3)c2)cc1OC was read as UBC9 SUMO inh 10.3, MEKK2mut PB1 HTS 3.0, MEKK3 PB1 HTS 100.0, PfM18AAP inh -25.6, MEKK2wt PB1 HTS 106.0, pCIP destab -11.4, IDE inh 0.8 and IDE cell activ -0.6.
`COC(=O)c1ccccc1N(C)S(=O)(=O)c1cc2c(cc1C)OCC(=O)N2` gave UBC9 SUMO inh 19.8, MEKK2mut PB1 HTS -13.0, MEKK3 PB1 HTS 89.0, PfM18AAP inh 2.7, MEKK2wt PB1 HTS 88.0, pCIP destab 4.3, IDE inh 1.1, IDE cell activ 0.0 and NALP1 yeast inh -3.3.
CCC1Oc2ccccc2N(CC(=O)NCCN2CCCC2)C1=O (stereo not given) was read as UBC9 SUMO inh 16.9, MEKK2mut PB1 HTS 7.0, MEKK3 PB1 HTS 101.0, PfM18AAP inh 2.2, MEKK2wt PB1 HTS 107.0, pCIP destab -3.1, IDE inh -1.4, IDE cell activ 2.8 and NALP1 yeast inh -16.9.
`CC(C)c1nc2cc(C(=O)N3CCNC(=O)C3c3cccc(F)c3)ccc2o1` (stereo not given) gave UBC9 SUMO inh 12.9, MEKK2mut PB1 HTS -6.0, MEKK3 PB1 HTS 92.0, PfM18AAP inh -11.2, MEKK2wt PB1 HTS 92.0, pCIP destab -1.4, IDE inh -1.0, IDE cell activ 3.7 and NALP1 yeast inh 19.0.
Screening Cc1ccc(S(=O)(=O)Nc2nc(C)cc(-n3nc(C)cc3C)n2)cc1 returned UBC9 SUMO inh 18.8, MEKK2mut PB1 HTS 1.0, MEKK3 PB1 HTS 99.0, PfM18AAP inh 0.2, MEKK2wt PB1 HTS 100.0, pCIP destab -5.4, IDE inh -5.4, IDE cell activ -3.9 and NALP1 yeast inh 13.0.

A stretch from the list above:
`CC(C)c1nc2cc(C(=O)N3CCNC(=O)C3c3cccc(F)c3)ccc2o1` (stereo not given) gave UBC9 SUMO inh 12.9, MEKK2mut PB1 HTS -6.0, MEKK3 PB1 HTS 92.0, PfM18AAP inh -11.2, MEKK2wt PB1 HTS 92.0, pCIP destab -1.4, IDE inh -1.0, IDE cell activ 3.7 and NALP1 yeast inh 19.0.
Screening Cc1ccc(S(=O)(=O)Nc2nc(C)cc(-n3nc(C)cc3C)n2)cc1 returned UBC9 SUMO inh 18.8, MEKK2mut PB1 HTS 1.0, MEKK3 PB1 HTS 99.0, PfM18AAP inh 0.2, MEKK2wt PB1 HTS 100.0, pCIP destab -5.4, IDE inh -5.4, IDE cell activ -3.9 and NALP1 yeast inh 13.0.

Other results:
For CCOc1cc(NC(=S)NCC2CCCO2)c(OCC)cc1NC(=O)c1ccc(C)cc1 (stereo not given) the results were UBC9 SUMO inh 8.8, MEKK2mut PB1 HTS 3.0, MEKK3 PB1 HTS 116.0, PfM18AAP inh -6.7, MEKK2wt PB1 HTS 101.0, pCIP destab -5.4, IDE inh 6.8, IDE cell activ 2.2 and NALP1 yeast inh 15.8.
Screening COc1ccc(/C=C/CN2CCCC(C(=O)c3ccc(OC)c(F)c3)C2)cc1 (stereo not given) returned UBC9 SUMO inh 1.7, MEKK2mut PB1 HTS 20.0, MEKK3 PB1 HTS 105.0, PfM18AAP inh -14.3, MEKK2wt PB1 HTS 140.0*, pCIP destab 7.2, IDE inh -2.5, IDE cell activ 1.3 and NALP1 yeast inh 17.0.
CCn1c(SCC(=O)N2CCOCC2)nc2oc3c(Cl)cc(Cl)cc3c(=O)c2c1=O was read as UBC9 SUMO inh 2.4, MEKK2mut PB1 HTS 1.0, MEKK3 PB1 HTS 102.0, PfM18AAP inh 3.1, MEKK2wt PB1 HTS 93.0, pCIP destab -15.3, IDE inh 3.6 and NALP1 yeast inh -9.5.
For O=C(N/C=C/c1ccco1)NCc1ccccc1 the results were UBC9 SUMO inh -2.0, MEKK2mut PB1 HTS -2.0, MEKK3 PB1 HTS 104.0, PfM18AAP inh 6.7, MEKK2wt PB1 HTS 94.0, pCIP destab 14.4, IDE inh -3.8, IDE cell activ 9.3 and NALP1 yeast inh -3.5.
For Cn1nnnc1SCC(=O)N(C1CCCCC1)C1CCS(=O)(=O)C1 (stereo not given) the results were UBC9 SUMO inh 3.9, MEKK2mut PB1 HTS -1.0, MEKK3 PB1 HTS 116.0, PfM18AAP inh 3.3, MEKK2wt PB1 HTS 112.0, pCIP destab -12.2, IDE inh -2.8, IDE cell activ 4.4 and NALP1 yeast inh -12.0.
Screening COc1ccc(NC(=O)Nc2ccncc2)c(OC)c1 returned UBC9 SUMO inh 1.3, MEKK2mut PB1 HTS -3.0, MEKK3 PB1 HTS 95.0, PfM18AAP inh 5.4, MEKK2wt PB1 HTS 98.0, pCIP destab 1.7, IDE inh 6.2, IDE cell activ 3.4 and NALP1 yeast inh 18.4.
For COc1ccc(OCC(=O)N2CCN(C(=O)c3ccc([N+](=O)[O-])cc3)CC2)cc1 the results were UBC9 SUMO inh -3.1, MEKK2mut PB1 HTS -6.0, MEKK3 PB1 HTS 94.0, PfM18AAP inh 0.9, MEKK2wt PB1 HTS 90.0, pCIP destab -2.7, IDE inh -4.0, IDE cell activ 1.8 and NALP1 yeast inh 20.3.
Screening O=c1[nH]c(S)c(/C=C2\C=Nc3ccccc32)s1 returned UBC9 SUMO inh -4.5, MEKK2mut PB1 HTS -5.0, MEKK3 PB1 HTS 97.0, PfM18AAP inh 22.0, MEKK2wt PB1 HTS 98.0, pCIP destab -8.3, IDE inh 8.9 and NALP1 yeast inh -5.8.
For O=C(COC(=O)/C=C/c1ccc(S(=O)(=O)N2CCOCC2)cc1)NC1CCCCCCC1 the results were UBC9 SUMO inh -4.8, MEKK2mut PB1 HTS -21.0, MEKK3 PB1 HTS 66.0, PfM18AAP inh 3.5, MEKK2wt PB1 HTS 65.0, pCIP destab 5.3, IDE inh 3.6, IDE cell activ 4.7 and NALP1 yeast inh 10.7.
For Cc1ccc(C(=O)CSc2ccccc2C(=O)O)cc1 the results were MEKK2mut PB1 HTS -8.0, MEKK3 PB1 HTS 95.0, PfM18AAP inh 2.4, MEKK2wt PB1 HTS 99.0, pCIP destab -0.9, IDE inh -1.4, IDE cell activ -0.3 and NALP1 yeast inh 12.2.
